# From PubChem
# TbREL1 primary – TbREL1 RNA ligase inhibitors, primary screen, biochemical, FRET fluorescence; TbREL1 RNA ligation; inhibition, % at 9.66 µM; 0.49% of 89,000 active;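 active = inhibition above the mean inhibition across all screened compounds plus 3 SD, cut at about 11% in these data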;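 note: 0% = plate median of test wells and 100% = NSC42067 control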
# Target sequence (P86926 whole entry, looked up): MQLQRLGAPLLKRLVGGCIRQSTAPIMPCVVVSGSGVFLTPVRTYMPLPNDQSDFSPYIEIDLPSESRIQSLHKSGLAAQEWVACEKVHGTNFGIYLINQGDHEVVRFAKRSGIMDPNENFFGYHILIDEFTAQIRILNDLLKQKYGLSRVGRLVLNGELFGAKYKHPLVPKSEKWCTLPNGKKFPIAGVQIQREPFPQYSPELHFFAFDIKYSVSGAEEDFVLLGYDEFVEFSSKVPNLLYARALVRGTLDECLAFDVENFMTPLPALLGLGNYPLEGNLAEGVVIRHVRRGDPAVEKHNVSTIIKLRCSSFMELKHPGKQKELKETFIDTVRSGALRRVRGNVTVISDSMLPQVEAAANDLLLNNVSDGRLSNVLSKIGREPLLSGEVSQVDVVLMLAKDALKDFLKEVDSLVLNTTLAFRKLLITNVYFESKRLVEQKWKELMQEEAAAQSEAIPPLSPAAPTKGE
# * = called active by the depositor. The list is partial; rates above refer to the full screens.
nr | SMILES | TbREL1 primary
1 | CCC1Oc2ccccc2N(CC(=O)NCc2ccco2)C1=O (stereo unspecified) | -4
2 | CCCCC12CN3CC(C)(CN(C1)C31C(=O)N(C)c3ccc(C)cc31)C2=O (stereo unspecified) | 4
3 | CCOc1cccc(-c2nn(-c3ccccc3)cc2/C=C(/C#N)C(=O)NCCCn2ccnc2)c1 | 9
4 | CC(NC(=O)c1ccc(Cn2cc([N+](=O)[O-])cn2)cc1)c1ccccc1 (stereo unspecified) | 1
5 | COC(=O)C1CN(C(=O)OC(C)(C)C)C2=C1C(=O)CC(C)(C(=O)OC(C)(C)C)C2 (stereo unspecified) | -2
6 | CC(C)N1CCCCC(NC(=O)COCc2ccccc2)C1=O (stereo unspecified) | 5
7 | CN1CCC(N2CCN(C3CN(Cc4cn(Cc5ccc(F)cc5)nn4)S(=O)(=O)C3)CC2)CC1 (stereo unspecified) | 3
8 | Cc1ccc(-n2c(SCC(=O)c3ccc4c(c3)OCO4)nc3ccccc3c2=O)cc1 | 2
9 | CC1(C)NC(=O)N(CN2C(=O)NC(C)(C)C2=O)C1=O | 0
10 | COc1ccc(CC(=O)Nc2ccc(C(=O)NC(C)(C)C)cc2)cc1 | -3
11 | Cn1c2ccccc2c(=O)c2c(=O)n(CCCc3ccccc3)cnc21 | 2
12 | O=c1c(-c2ccc(O)cc2)coc2cc(OC3OC(CO)C(O)C(O)C3O)cc(O)c12 (stereo unspecified) | 0
13 | COc1ccc(C=NNC(=O)Cc2cc(=O)[nH][nH]2)c(OC)c1 | -4
14 | OCc1nc2ccccc2n1CC(O)Cn1ccc2ccccc21 (stereo unspecified) | -2
15 | CCOC(=O)N1CCN(C(=O)CCCOc2ccccc2)CC1 | -3
16 | C=CCn1c(SCC(=O)N(CCOC)c2c(N)n(CC(C)C)c(=O)[nH]c2=O)nc2ccccc21 | 0
17 | CC(C)NC(=O)c1ccccc1NC(=O)/C=C/c1ccc([N+](=O)[O-])cc1 | -3
18 | N#Cc1ccccc1Cn1c(=O)n(Cc2ccc(C(=O)NCc3ccco3)cc2)c(=O)c2sccc21 | 0
19 | CCC(=O)N1CCN=C1SCc1ccc(F)cc1 | 2
20 | CCN(CC)S(=O)(=O)c1ccc(Cl)c(C(=O)OC2CC(C)OC2=O)c1 (stereo unspecified) | 1
21 | CCOc1ccccc1C1C(C(=O)Nc2ccccc2OC)=C(C)Nc2nnnn21 (stereo unspecified) | -4
22 | COC(=O)c1cc(C(=O)Nc2ccc(S(=O)(=O)NC(C)(C)C)cc2)cc([N+](=O)[O-])c1 | 0
23 | C=CCn1c(COc2ccc(Cl)cc2)nnc1SCC(=O)N/N=C/c1cccc(O)c1 | -2
24 | O=C(COc1ccc(S(=O)(=O)NC2CCCCC2)cc1)NCc1ccccn1 | -4

# The last seven entries of the part before come first, to join the parts:
nr | SMILES | TbREL1 primary
18 | N#Cc1ccccc1Cn1c(=O)n(Cc2ccc(C(=O)NCc3ccco3)cc2)c(=O)c2sccc21 | 0
19 | CCC(=O)N1CCN=C1SCc1ccc(F)cc1 | 2
20 | CCN(CC)S(=O)(=O)c1ccc(Cl)c(C(=O)OC2CC(C)OC2=O)c1 (stereo unspecified) | 1
21 | CCOc1ccccc1C1C(C(=O)Nc2ccccc2OC)=C(C)Nc2nnnn21 (stereo unspecified) | -4
22 | COC(=O)c1cc(C(=O)Nc2ccc(S(=O)(=O)NC(C)(C)C)cc2)cc([N+](=O)[O-])c1 | 0
23 | C=CCn1c(COc2ccc(Cl)cc2)nnc1SCC(=O)N/N=C/c1cccc(O)c1 | -2
24 | O=C(COc1ccc(S(=O)(=O)NC2CCCCC2)cc1)NCc1ccccn1 | -4
25 | CCCCC(=O)NC(c1ccc(N(C)C)cc1)c1ccc2cccnc2c1O (stereo unspecified) | -14
26 | O=C(Nc1ccc2ccccc2c1)c1onc2c1CCCC2 | 2
27 | CCOC(=O)c1c(O)c2ccccc2n(-c2ccccc2)c1=O | -3
28 | CCCCCC(=O)Nc1ccc(C(=O)COC(=O)Cn2cnc3c2c(=O)n(C)c(=O)n3C)cc1 | -1
29 | C[C@@H]1CN([C@@H](C)CO)C(=O)CCCn2nncc2CO[C@@H]1CN(C)S(=O)(=O)c1ccc(-c2ccccc2)cc1 | 3
30 | N#Cc1ccc(NC(=O)OC2CC3CC2[C@H]2CCCCN2[C@H]3Cc2ccccc2)cc1 (stereo partly specified) | 0
31 | O=C(CO/N=C/c1cccc([N+](=O)[O-])c1)NC1CCCCCC1 | 6
32 | COc1nccnc1NS(=O)(=O)c1ccc(NC(=S)NC(=O)/C=C/c2ccc(F)cc2)cc1 | -6
33 | O=C(CN1CCOCC1)Nc1cccc(Cl)c1Cl | 3
34 | COC(=O)c1cccc(OCC(O)Cn2cnc3cc(C)c(C)cc32)c1 (stereo unspecified) | -3
35 | CC(=O)Nc1ccc(CNc2nc3cc(-c4ccccc4C)sc3c(=O)n2C)cc1 | -1
36 | O=C1C=C(c2n[nH]nc2-c2ccccc2)C[C@@H](c2ccc(F)cc2)C1 | 0
37 | CCCCCc1ccc(-c2cn(Cc3cccc(OC)c3)nn2)cc1 | 1
38 | O=C(O)CN1C(=O)NC2(CCOc3ccccc32)C1=O (stereo unspecified) | 9
39 | CC(C)Oc1cccc(-c2n[nH]c(=S)n2N=Cc2ccc(OCc3ccccc3)cc2)c1 | -5
40 | CCOC(=O)[C@]12CCCC=C1N(Cc1ccccc1)C(=O)[C@H](CC(=O)NCc1cccc3ccccc13)C2 | -7
41 | CC(=O)N(c1c(C)n(C)n(-c2ccccc2)c1=O)C1(C(=O)NC2CCCC2)CCCCC1 | 4
42 | NC(=O)c1nsc(C(=O)N(CC(=O)NC2CCCCC2)Cc2ccc(F)cc2)c1N | 3
43 | O=C(Nc1cccc(C(F)(F)F)c1)c1csc(-c2ccncc2)n1 | 2
44 | COC(=O)C1CCCN(C(=O)C2CCN(S(=O)(=O)c3ccccc3[N+](=O)[O-])CC2)C1 (stereo unspecified) | -4
45 | C#CCOCCOCCOCCNc1nc(N2CCN(C(=O)[C@H](CCCN=C(N)N)n3cc(C(N)[C@@H](C)CC)nn3)CC2)nc(N2CCN(C(=O)[C@H](CCCCN)n3cc([C@@H](N)CC(N)=O)nn3)CC2)n1 (stereo partly specified) | 5
46 | Cc1c(C(=O)Nc2ccc(S(=O)(=O)Nc3ncccn3)cc2)oc2ccccc12 | 4
47 | Cc1ccc(N(CCC#N)C(=O)COC(=O)C2CCN(S(=O)(=O)c3ccc4c(c3)OCCO4)CC2)cc1 | 4
48 | O=C(CN1CCCC1)Nc1ccccc1C(=O)c1ccccc1 | 0
49 | Cc1[nH]n(-c2cccc3ccccc23)c(=O)c1/C=N/NC(=O)c1cccc([N+](=O)[O-])c1 | 2
50 | CCc1nnc2sc(-c3cc(-c4ccccc4)nc4ccccc34)nn12 | -1
51 | C/C(=N/NC(=O)c1ccccn1)c1ccc(O)cc1 | -1
52 | CCn1c(NCc2ccccc2Cl)nc2ccccc21 | 4
53 | COc1ccc(S(=O)(=O)N2Cc3ccccc3CC2C(=O)O)cc1OC (stereo unspecified) | -1
54 | CC(C)=CC(=O)N1CCC(N2CCC(C(=O)N3CCOCC3)CC2)CC1 | 0
55 | CC(=O)c1c(-c2ccc(C)cc2)nc2c3ccccc3ccn12 | -2
56 | c1ccc(-n2c(-c3ccco3)nnc2N2CCOCC2)cc1 | 0
57 | C/C(NC(=O)c1cccc(F)c1)=C1/C(=O)C[C@@H]2[C@H]1C2(C)C | 1
58 | O=S(=O)(NN=C1CCCCCC1)c1ccccc1 | -1
59 | CSc1ncc(C(=O)Nc2cccc(S(N)(=O)=O)c2)n1-c1ccccc1 | 0
60 | Cc1[nH]c(C)c(S(=O)(=O)N(Cc2ccccc2)C(C)(C)C)c1C(=O)N1CCCC1 | 1
61 | c1ccc(N(c2ccccc2)c2nc(-n3ccnc3)nc(-n3ccnc3)n2)cc1 | 2
62 | COc1ccc(CCC(=O)OCC(=O)Nc2sccc2C(N)=O)cc1OC | 1
63 | COCCCNCCOc1ccc(C)cc1[N+](=O)[O-] | 4
64 | O=C(N/N=C/c1ccc(OC(F)F)cc1)c1ccc(Br)cc1 | 2
65 | O=C(NC(Cc1ccccc1)C(=O)O)/C(=C/c1ccc([N+](=O)[O-])cc1)NC(=O)c1ccco1 (stereo unspecified) | -1
66 | CNc1ccc(Br)cc(C(=O)/C=C/c2cccc(OC)c2)c1=O | 7
67 | CC(C)(C)c1ccc(OCC(=O)NCc2ccco2)c(Br)c1 | 2
68 | O=C(NC1CCN(S(=O)(=O)c2ccc(F)cc2)CC1)c1ccc(F)cc1 | -3
69 | COc1ccc(OC)c(/C=N/NC(=O)c2csc3ccccc23)c1 | 1
70 | O=C(CN1CCOc2ccccc21)NC1CCCCCCC1 | 2
71 | O=C1N(CN2C(=O)C3(OCCO3)c3ccccc32)c2ccccc2C12OCCO2 | -4
72 | O=[N+]([O-])c1ccc(CN2CCN(c3ccc(F)cc3)CC2)o1 | 4

# Structural class, the entries above with two or more sulfur atoms (2)
nr | SMILES | TbREL1 primary
32 | COc1nccnc1NS(=O)(=O)c1ccc(NC(=S)NC(=O)/C=C/c2ccc(F)cc2)cc1 | -6
59 | CSc1ncc(C(=O)Nc2cccc(S(N)(=O)=O)c2)n1-c1ccccc1 | 0

# (continued)
nr | SMILES | TbREL1 primary
73 | COC(=O)COc1ccc2oc(=O)cc(C)c2c1 | 3
74 | CN(Cc1ccccc1)C(=O)c1nc[nH]c1C(=O)N1CCN(C(=O)OC(C)(C)C)CC1 | -4
75 | NS(=O)(=O)c1ccc(NC(=O)/C=C/c2ccco2)cc1 | 2
76 | CC(C)CC(=O)NC(=S)Nc1cc(C(=O)O)ccc1Cl | -1
77 | O=C(/C=C/c1ccc([N+](=O)[O-])cc1)Nc1cccnc1 | 2
78 | CN1CCN(C(=O)c2ccc(CNS(=O)(=O)c3cccc(Cl)c3)cc2)CC1 | 1
79 | CN1C(=O)Cc2cc(S(=O)(=O)N3CCOCC3)ccc21 | 7
80 | COc1cc(NC(=S)NC(=O)CCc2ccccc2)cc(OC)c1 | -3
81 | Cc1cc(C(=O)N2CCCC(Nc3ccc(F)cc3)C2)n(C)n1 (stereo unspecified) | -3
82 | CCOC(=O)C1CCN(C(=O)CCc2nc3ccccc3[nH]2)CC1 | -3
83 | CC(C)c1ccc(C2NC(=O)c3ccccc3O2)cc1 (stereo unspecified) | -1
84 | O=C(CSc1nnc(-c2cccs2)o1)c1cccc([N+](=O)[O-])c1 | 0

# Nos. 83 through 84, reprinted for reference:
nr | SMILES | TbREL1 primary
83 | CC(C)c1ccc(C2NC(=O)c3ccccc3O2)cc1 (stereo unspecified) | -1
84 | O=C(CSc1nnc(-c2cccs2)o1)c1cccc([N+](=O)[O-])c1 | 0

# More results follow:
nr | SMILES | TbREL1 primary
85 | CN(C(=O)c1cccc(NC(=O)C2CCCN(C(=O)OC(C)(C)C)C2)c1)C1CCC1 (stereo unspecified) | -2
86 | COCCn1c(=O)c2c(nc3n2CCCN3CCc2ccc(OC)c(OC)c2)n(C)c1=O | -9
87 | Cc1cc(Nc2ccc3c(c2)OCCO3)n2nc(C)nc2n1 | 4
88 | CCOc1ccccc1NC(=O)CN(c1ccc(C)cc1)S(=O)(=O)c1c(C)n[nH]c1C | 0
89 | CC(=O)Nc1ccc2c(c1)nc(CCN1CCN(c3ccccn3)CC1)n2C | -1
90 | CCCc1nn(C)c(C(=O)Nc2ccc(C(C)(C)C)cc2)c1Cl | 1
91 | COc1ccc(C(=O)Cn2cnc3ccccc3c2=O)cc1 | -4
92 | COP(=O)(c1ccc(N(C)C)cc1)C(O)c1ccccc1 (stereo unspecified) | -2
93 | CCCCCCCCN1C(=O)[C@H](CC(=O)N2CCN(C(=O)OCC)CC2)C[C@@]2(C(=O)OC)CC(C)(C)CC=C12 | -2
94 | Cc1ccsc1CN(C)c1ncnc2ccc(-c3ccoc3)cc12 | 0
95 | Cc1nc2nc(COc3ccccc3)[nH]n2c(=O)c1C | 0
96 | CC(C)n1ncc(N2CCOCC2)c(Cl)c1=O | 4
97 | Cc1ccc(NC(=O)NCc2cccnc2)cc1 | 0
98 | Cc1c(C(=O)NCc2ccc3c(c2)OCCO3)sc(=O)n1Cc1ccc2c(c1)OCO2 | -1
99 | Cc1[nH]n(-c2cccc3ccccc23)c(=O)c1C=Nc1ccc2[nH]c(=O)[nH]c2c1 | 0
100 | O=C(Nc1ccc(C(=O)N2CCC(N3CCOCC3)CC2)cc1)c1ccc(Br)o1 | 0
101 | Cc1cc(C)c(C)c(/C=C(/C#N)C(N)=S)c1C | -3
102 | Cc1ccc(-n2cc3ccc([N+](=O)[O-])cc3n2)cc1 | 1
103 | Cc1ccc(S(=O)(=O)N(C)c2ccc(OC(=O)CN3C(=O)NC(C)(c4ccccc4)C3=O)cc2)cc1C (stereo unspecified) | -4
104 | Cc1cccc(C(C)C)c1NC(=O)CSc1ncnc2[nH]ncc12 | 4
105 | CCOC(=O)c1ccc(NC(=O)CSc2nnc(CNC(=O)c3c(F)cccc3Cl)o2)cc1 | 1
106 | O=S1(=O)CCO[C@H]2Cc3ccccc3[C@H]2N1Cc1ccc(F)cc1 | -4
107 | COc1ccc(C2N(S(=O)(=O)c3ccc(C)cc3)CCN2S(=O)(=O)c2ccc(C)cc2)cc1 | -3
108 | Cc1ccc(-n2c(N)c(C(=O)N3CCOCC3)sc2=S)c(C)c1 | -2
109 | CC(C)CN(C(=O)C1COc2ccccc2O1)c1c(N)n(CC(C)C)c(=O)[nH]c1=O (stereo unspecified) | 1
110 | CNS(=O)(=O)c1cc(NC(=O)c2cccc3cccnc23)ccc1C | -2
111 | CCn1c(COc2ccccc2C)nnc1SCC(=O)NC1CCCC1 | -1
112 | COC(=O)[C@]12C[C@H](CC(=O)NCC3CCCCC3)C(=O)N(Cc3ccc(Cl)cc3Cl)C1=C[C@H](C(C)(C)C)O[C@@H]2C | 2
113 | COc1ccc(CCN(C)C(=O)/C=C/c2c(Cl)nc3ccccn23)cc1OC | -1
114 | CCN(Cc1nc2ccccc2c(=O)[nH]1)C(=O)c1ccc(C)c(NC(=O)c2ccco2)c1 | 0
115 | CCOC(=O)c1ccc(-c2n[nH]c(=O)c3ccccc23)cc1 | 2
116 | CCCCCc1nnc(NC(=O)C(=O)OCC)s1 | 1
117 | Cc1ccc(C(=O)O/N=C/c2c(C(F)(F)F)nn(C)c2Sc2ccc(Cl)cc2)cc1 | 3
118 | COc1ccc(NS(=O)(=O)Cc2ccccc2)cc1OC | 2
119 | COc1ccc(C(=O)C2CCN(c3ncnc4sccc34)CC2)cc1 | 6
120 | CC(C)CN1C(=O)C[C@@]2(C(=O)N(C)c3ccc(NC(=O)C(F)(F)F)cc32)C1c1ccccc1 (stereo partly specified) | -3
